Bioassay records from PubChem BioAssay.
MC4R ag barr: activates human MC4R beta-arrestin recruitment. 0.98% of 360,000 active. activation, % at 8.9 µM. AID 540308. U2OS MC4R beta-arrestin complementation, luminescence; percent of melanotan II response, DMSO zero;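 active means activation above a per-plate cutoff, the mean activation of sample wells on that plate plus 3 SD, cut at about 8% in these data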
Target sequence (P32245 whole entry, looked up): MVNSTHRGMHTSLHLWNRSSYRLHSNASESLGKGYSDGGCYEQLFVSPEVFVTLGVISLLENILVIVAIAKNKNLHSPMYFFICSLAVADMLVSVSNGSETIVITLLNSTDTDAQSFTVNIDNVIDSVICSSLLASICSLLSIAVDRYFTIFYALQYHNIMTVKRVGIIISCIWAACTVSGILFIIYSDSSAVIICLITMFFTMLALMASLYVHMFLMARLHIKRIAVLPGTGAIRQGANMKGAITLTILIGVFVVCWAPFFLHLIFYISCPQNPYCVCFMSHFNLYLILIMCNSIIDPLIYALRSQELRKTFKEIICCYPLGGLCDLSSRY
Exocytosis inh: lytic granule exocytosis inhibition. inhibition, % at 10 µM. 0.66% of 360,000 active. TALL-104 LAMP-1 surface exposure, flow cytometry; cells stimulated with thapsigargin and PMA;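 active means inhibition above about 55%, limit read from the data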
ABHD5 PLIN5 PPI: blocks binding of human ABHD5 to perilipin-5 | AID 602281 | inhibition, % at 4 µM | Split G. princeps luciferase complementation, luminescence, 4 h | 0.78% of 360,000 active;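 active means inhibition above the mean inhibition across every tested compound plus 3 SD, cut at about 22% in these data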;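 further: 0% = DMSO only wells and the 100% control is not disclosed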
Cardio protect: protects H9c2 cardiomyocytes from peroxide injury; protection from H2O2 cell death, % at 20 µM; AID 588492; H2O2 injury protection, ATPLite, 2 h; 0.63% of 360,000 active;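 active means compounds giving at least 50% protection of heart cells from peroxide-induced death in the single-dose screen, raw or plate-pattern-corrected value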;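 further: 0% = DMSO wells with peroxide and 100% = DMSO wells without peroxide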
MC4R antag cAMP: blocks human MC4R cAMP signaling | P32245 | MC4R-expressing cells, MTII-stimulated cAMP, LANCE TR-FRET | inhibition, % at 6.5 µM | 0.48% of 360,000 active | AID 540295;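 active means inhibition above its plate's cutoff, the mean of tested wells on that plate plus 3 SD, cut at about 29% in these data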;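 further: 0% = Melanotan II alone and 100% = Melanotan II plus saturating MCL0020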
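System: U2OS-MC4R stable cell line; Technique: Eu-cAMP/anti-cAMP TR-FRET, emission 671 nm; Repeats: single well per compound; Also added: Melanotan II; Dosing: one concentration, 6.5 µM nominal; Schedule: 30-min compound, 1-h challenge, 1-h detection, room temperature.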
hiPSC survival: enhancers of human iPSC single-cell survival. hiPSC single-cell survival, ATPlite luminescence; 100% = ROCK inhibitor wells, 0% = DMSO. survival enhancement, % at 20 µM. 0.044% of 360,000 active. AID 602274; in the data active means survival enhancement above about 18%;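 further: cells exposed to compounds for 16 hours before the ATP read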
aDG glyco act: alpha-DG glycosylation activation; AID 624168; 0.22% of 360,000 active; Pro5-aDG cells, alpha-DG glycosylation AlphaScreen (IIH6); 0% Pro5, 100% B10-LARGE cell signal; activation, % at 10 µM;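 active means activation of at least 8% versus controls, or a plate z-score of at least 8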;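 further: Pro5 are CHO cells carrying HIG-tagged alpha-DG that lacks glycosylation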
Glyco luc inh: N-linked glycosylation inhibition; D54 ERlucT glycosylation luciferase reporter, 24 h; percent of 100 nM tunicamycin response; 0.23% of 360,000 active; reporter increase, % at 12.5 µM; AID 588692;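 active means mean luciferase reporter signal, scaled so untreated is 0 and the glycosylation-blocking control 100, at or above a set limit in every replicate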;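 further: luciferase carries N-glycosylation sites so blocking glycosylation raises the light; 0% = median of neutral control wells and 100% = median of 100 nM tunicamycin wells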
ABCB6 inh MLPCN: inhibitors of human ABC transporter ABCB6 | Q9NP58 | K562-ABCB6 porphyrin accumulation, flow cytometry, 1 h; stronger effect = lower value | fluorescence ratio to DMSO, % at 10 µM | 0.19% of 360,000 active | AID 602162;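 active means fluorescence ratio to DMSO below 75%, the collection mean minus 3 SD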;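 further: signal is porphyrin accumulated inside mitochondria; 100% equals median channel fluorescence of DMSO control wells; lower ratio means ABCB6 inhibition with less porphyrin fluorescence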
m5-HT2A agonist: mouse HTR2A agonism via beta-arrestin recruitment | P35363 | CHO-K1 mHTR2A beta-arrestin complementation, luminescence; percent of 30 µM serotonin response | activation, % at 7.6 µM | 0.66% of 360,000 active | AID 624169;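 active means activation above a run cutoff, the mean activation of all tested compounds plus 3 SD, cut at about 14% in these data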;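 further: 0% = plate median of compound wells and 100% = 30 µM serotonin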
Target sequence (P35363 whole entry, looked up): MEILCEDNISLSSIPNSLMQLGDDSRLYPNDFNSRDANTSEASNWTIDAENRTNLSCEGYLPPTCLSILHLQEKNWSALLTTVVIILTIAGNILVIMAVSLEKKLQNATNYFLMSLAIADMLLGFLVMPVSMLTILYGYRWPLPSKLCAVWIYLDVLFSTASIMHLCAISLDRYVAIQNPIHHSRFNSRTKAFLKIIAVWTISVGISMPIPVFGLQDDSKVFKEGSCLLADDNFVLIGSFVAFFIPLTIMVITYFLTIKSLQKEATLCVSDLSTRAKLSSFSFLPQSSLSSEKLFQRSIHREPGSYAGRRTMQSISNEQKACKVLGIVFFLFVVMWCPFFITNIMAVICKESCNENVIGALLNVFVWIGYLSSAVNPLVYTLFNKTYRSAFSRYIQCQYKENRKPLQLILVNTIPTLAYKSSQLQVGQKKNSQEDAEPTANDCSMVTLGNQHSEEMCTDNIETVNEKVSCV
* hit, by the source's call.

For O=C(CNC(=O)c1cccc(N2C(=O)c3ccccc3C2=O)c1)Nc1ccc(F)c(F)c1 the results were MC4R ag barr 0.6, Exocytosis inh 21, ABHD5 PLIN5 PPI 6, Cardio protect 0, MC4R antag cAMP 1, hiPSC survival 0.8, aDG glyco act -0.3, Glyco luc inh 2, ABCB6 inh MLPCN 97 and m5-HT2A agonist 4.
CCCCc1cn([C@@H](CCCCNC(=O)OC(C)(C)C)C(=O)N2CCN(C(=O)OC(C)(C)C)CC2)nn1 was read as MC4R ag barr -0.8, Exocytosis inh 103*, ABHD5 PLIN5 PPI -2, Cardio protect 1, MC4R antag cAMP 4, hiPSC survival 0.2, aDG glyco act 0.0, Glyco luc inh -2, ABCB6 inh MLPCN 97 and m5-HT2A agonist 16*.
COc1ccc(N2CCN(C(=O)[C@H](Cc3c[nH]c4ccccc34)NC(C)=O)CC2)cc1 was read as MC4R ag barr -1.3, Exocytosis inh -1, ABHD5 PLIN5 PPI -1, Cardio protect 3, MC4R antag cAMP 2, hiPSC survival 0.2, aDG glyco act 0.2, Glyco luc inh 1, ABCB6 inh MLPCN 99 and m5-HT2A agonist 2.
Cc1nnc(SCC(=O)Nc2sc3c(c2C(N)=O)CCCC3)[nH]c1=O was read as MC4R ag barr -2.4, Exocytosis inh -1, ABHD5 PLIN5 PPI 3, Cardio protect 0, MC4R antag cAMP -2, hiPSC survival 2.4, aDG glyco act 0.1, Glyco luc inh -3, ABCB6 inh MLPCN 104 and m5-HT2A agonist 3.
Screening O=C(NCc1ccco1)c1[nH]c(C(F)(F)F)nc1-c1ccccc1 returned Exocytosis inh 1, ABHD5 PLIN5 PPI 0, Cardio protect -1, hiPSC survival -0.1, aDG glyco act -0.1, Glyco luc inh 0, ABCB6 inh MLPCN 99 and m5-HT2A agonist 2.
Cn1c(=O)c2c(nc(CN3CCC(C(N)=O)CC3)n2Cc2c(F)cccc2Cl)n(C)c1=O was read as MC4R ag barr -0.9, Exocytosis inh 0, ABHD5 PLIN5 PPI 10, Cardio protect 0, MC4R antag cAMP 0, hiPSC survival -0.6, aDG glyco act 0.0, Glyco luc inh 3, ABCB6 inh MLPCN 94 and m5-HT2A agonist 4.
For CCN1CCN(C(=O)c2nn(-c3ccc(C)cc3)c(=O)c3c2c2ccccc2n3C)CC1 the results were MC4R ag barr -0.9, Exocytosis inh 0, ABHD5 PLIN5 PPI 0, Cardio protect -1, MC4R antag cAMP 4, hiPSC survival 7.5, aDG glyco act 0.0, Glyco luc inh 4, ABCB6 inh MLPCN 92 and m5-HT2A agonist 0.
Cc1cccc(NC(=O)NC(C)C(c2cccs2)N2CCOCC2)c1 (stereo not drawn) was read as MC4R ag barr 0.2, Exocytosis inh -1, ABHD5 PLIN5 PPI 5, Cardio protect 9, MC4R antag cAMP 4, hiPSC survival -0.1, aDG glyco act -0.2, Glyco luc inh -1, ABCB6 inh MLPCN 97 and m5-HT2A agonist 4.
For COc1ccc(CN(C)Cc2cc(=O)n3ccsc3n2)c(OC)c1OC the results were MC4R ag barr -0.3, Exocytosis inh -2, ABHD5 PLIN5 PPI -1, Cardio protect 18, MC4R antag cAMP 3, hiPSC survival -0.4, aDG glyco act -0.2, Glyco luc inh -1, ABCB6 inh MLPCN 97 and m5-HT2A agonist 1.
For O=C(C1CCCCC1)N1CCC(c2nc3c(nnn3Cc3c(F)cccc3Cl)c(=O)[nH]2)CC1 the results were MC4R ag barr 0.2, Exocytosis inh -6, ABHD5 PLIN5 PPI 6, Cardio protect 4, MC4R antag cAMP -5, hiPSC survival -1.8, aDG glyco act -0.1, Glyco luc inh -1, ABCB6 inh MLPCN 104 and m5-HT2A agonist 2.
O=C(CN1CCOCC1)Nc1ccccc1 was read as MC4R ag barr 1.5, Exocytosis inh -1, ABHD5 PLIN5 PPI 6, Cardio protect -4, MC4R antag cAMP 0, hiPSC survival -0.6, aDG glyco act 1.0, Glyco luc inh 2, ABCB6 inh MLPCN 95 and m5-HT2A agonist 5.
Screening CCOc1ccc(C2/C(=C(\O)c3ccc4c(c3)OCCO4)C(=O)C(=O)N2CCCN2CCOCC2)cc1OC (stereo not drawn) returned MC4R ag barr -1.5, Exocytosis inh 29, ABHD5 PLIN5 PPI 6, Cardio protect 11, MC4R antag cAMP 21, hiPSC survival 0.9, aDG glyco act 0.1, Glyco luc inh 4, ABCB6 inh MLPCN 101 and m5-HT2A agonist 8.
CCCCNC(=O)c1onc(CS(=O)(=O)c2ccccn2)c1C(=O)NCCCC was read as MC4R ag barr -1.1, Exocytosis inh 8, ABHD5 PLIN5 PPI 6, Cardio protect 4, MC4R antag cAMP 4, hiPSC survival -1.2, aDG glyco act -0.4, Glyco luc inh -1, ABCB6 inh MLPCN 96 and m5-HT2A agonist 3.
`COc1ccc(CNC(=O)c2c(F)c(F)c(F)c(F)c2F)cc1` gave MC4R ag barr -0.6, Exocytosis inh -1, ABHD5 PLIN5 PPI 0, Cardio protect 0, MC4R antag cAMP 17, hiPSC survival -0.5, aDG glyco act 0.5, Glyco luc inh -1, ABCB6 inh MLPCN 98 and m5-HT2A agonist 0.
O=C(O)C1CCCC2CN3CCc4c([nH]c5ccccc45)C3C(O)C21 (stereo not drawn) was read as MC4R ag barr 0.8, Exocytosis inh -1, ABHD5 PLIN5 PPI 5, Cardio protect 12, MC4R antag cAMP 5, hiPSC survival 0.2, aDG glyco act 0.0, Glyco luc inh 2, ABCB6 inh MLPCN 99 and m5-HT2A agonist 12.
Screening O=[N+]([O-])c1cc(S(=O)(=O)Nc2ccccc2)ccc1Nc1ccccc1 returned MC4R ag barr 0.7, Exocytosis inh -4, ABHD5 PLIN5 PPI -1, Cardio protect -22, MC4R antag cAMP 5, hiPSC survival 8.7, aDG glyco act -0.3, Glyco luc inh 0, ABCB6 inh MLPCN 95 and m5-HT2A agonist -1.
Screening C=CCNC(=O)c1sc(=S)n(-c2ccc(C(=O)OCC)cc2)c1N returned MC4R ag barr 2.0, Exocytosis inh 2, ABHD5 PLIN5 PPI 7, Cardio protect -1, MC4R antag cAMP -2, hiPSC survival 4.5, aDG glyco act 0.2, Glyco luc inh 1, ABCB6 inh MLPCN 97 and m5-HT2A agonist 4.
`CS(=O)(=O)N(CCc1ccccc1)CC(=O)NCc1ccncc1` gave MC4R ag barr -0.9, Exocytosis inh 0, ABHD5 PLIN5 PPI -2, Cardio protect -2, MC4R antag cAMP 0, hiPSC survival -0.5, aDG glyco act -0.1, Glyco luc inh 0, ABCB6 inh MLPCN 98 and m5-HT2A agonist 4.
O=C1N(Cc2ccccc2)CC2(Br)COCOC12O (stereo not drawn) was read as MC4R ag barr -0.8, Exocytosis inh -2, ABHD5 PLIN5 PPI 39*, Cardio protect 7, MC4R antag cAMP 0, hiPSC survival 0.8, aDG glyco act 0.0, Glyco luc inh 2, ABCB6 inh MLPCN 100 and m5-HT2A agonist 0.
O=C(CCCOc1ccccc1)OCn1nnc2ccccc2c1=O was read as MC4R ag barr -1.1, Exocytosis inh 0, ABHD5 PLIN5 PPI 1, Cardio protect 9, MC4R antag cAMP 8, hiPSC survival -0.9, aDG glyco act -0.2, Glyco luc inh 2, ABCB6 inh MLPCN 95 and m5-HT2A agonist -4.
`COc1ccc(C(C)NCCC(c2ccc(OC(C)C)cc2)c2ccccc2OC)cc1` (stereo not drawn) gave MC4R ag barr 20*, Exocytosis inh -5, ABHD5 PLIN5 PPI -9, Cardio protect -21, MC4R antag cAMP 0, hiPSC survival -0.7, aDG glyco act -0.1, Glyco luc inh -8, ABCB6 inh MLPCN 109 and m5-HT2A agonist -1.
Cc1cc(/C=N/NC(N)=O)c(C)c(CO)c1 was read as MC4R ag barr 0.0, Exocytosis inh 1, ABHD5 PLIN5 PPI 1, Cardio protect 6, MC4R antag cAMP 12, hiPSC survival -1.0, aDG glyco act -0.2, Glyco luc inh 2, ABCB6 inh MLPCN 100 and m5-HT2A agonist 1.
CC1CC(C)(C)CC2(C1)NC(=O)N(CC(=O)Nc1c(F)cccc1F)C2=O (stereo not drawn) was read as MC4R ag barr -1.1, Exocytosis inh -2, ABHD5 PLIN5 PPI -2, Cardio protect 4, MC4R antag cAMP -3, hiPSC survival -0.1, aDG glyco act 0.2, Glyco luc inh 1, ABCB6 inh MLPCN 91 and m5-HT2A agonist 7.
Screening COc1ccc(/C=N/OCC(=O)Nc2cc(C)on2)cc1OC returned MC4R ag barr 0.4, Exocytosis inh 11, ABHD5 PLIN5 PPI 2, Cardio protect 4, MC4R antag cAMP -6, hiPSC survival 0.6, aDG glyco act 0.0, Glyco luc inh 3, ABCB6 inh MLPCN 97 and m5-HT2A agonist 3.
Screening CCCCOc1cccc(C(=O)Nc2ccc(NC(=O)c3ccco3)cc2)c1 returned MC4R ag barr 2.7, Exocytosis inh -1, ABHD5 PLIN5 PPI -9, Cardio protect -3, MC4R antag cAMP 0, hiPSC survival 0.3, aDG glyco act 0.3, Glyco luc inh 0, ABCB6 inh MLPCN 99 and m5-HT2A agonist 7.
For CN(CC(=O)NNC(=O)CCNS(=O)(=O)c1ccccc1)S(=O)(=O)c1ccc(Cl)cc1 the results were MC4R ag barr 1.4, Exocytosis inh -1, ABHD5 PLIN5 PPI -2, Cardio protect -5, MC4R antag cAMP 2, hiPSC survival -0.4, aDG glyco act 0.1, Glyco luc inh 3, ABCB6 inh MLPCN 102 and m5-HT2A agonist 3.
`CCN(CC(=O)NC(C)(C)C)C(=O)c1ccc(Br)cc1` gave MC4R ag barr -1.2, Exocytosis inh 0, ABHD5 PLIN5 PPI 0, Cardio protect 5, MC4R antag cAMP 25, hiPSC survival 0.1, aDG glyco act 0.9, Glyco luc inh 3, ABCB6 inh MLPCN 101 and m5-HT2A agonist -1.
For CCOc1cc(/C=N/NC(=O)C(N)=O)cc(Br)c1O the results were MC4R ag barr 0.2, Exocytosis inh -1, ABHD5 PLIN5 PPI 14, Cardio protect -3, MC4R antag cAMP -6, hiPSC survival -0.7, aDG glyco act 0.5, Glyco luc inh 2, ABCB6 inh MLPCN 100 and m5-HT2A agonist -11.
For COc1cc(/C=N/NC(=O)CCN2CCN(C(c3ccccc3)c3ccccc3)CC2)ccc1O the results were MC4R ag barr 1.8, Exocytosis inh 11, ABHD5 PLIN5 PPI 0, Cardio protect 10, MC4R antag cAMP 1, hiPSC survival 0.5, aDG glyco act 0.7, Glyco luc inh -1, ABCB6 inh MLPCN 103 and m5-HT2A agonist -10.
Screening COc1ccc(S(=O)(=O)NCC2CCC(C(=O)NCc3ccc(F)cc3)CC2)cc1 (stereo not drawn) returned MC4R ag barr -0.7, Exocytosis inh 3, ABHD5 PLIN5 PPI 3, Cardio protect -8, MC4R antag cAMP 3, hiPSC survival -0.5, aDG glyco act -0.1, Glyco luc inh -3, ABCB6 inh MLPCN 105 and m5-HT2A agonist 1.
`COc1ccccc1N1CCN(C(=O)CCn2c(=O)[nH]c3ccccc3c2=O)CC1` gave MC4R ag barr -1.6, Exocytosis inh -1, ABHD5 PLIN5 PPI -4, Cardio protect 0, MC4R antag cAMP 6, hiPSC survival 1.8, aDG glyco act 0.3, Glyco luc inh 2, ABCB6 inh MLPCN 102 and m5-HT2A agonist -2.
